High-throughput results from PubChem BioAssay.
ERK EGF inh – blocks ERK signaling stimulated by EGF; HEK293-V1b, EGF-stimulated phospho-ERK AlphaScreen; Potency, µM (titrated, usually from 11.5 µM), inactives show at the top dose activity change, negative = inhibition, usual class: inhibitors; 130,000 tested, 0.41% active; AID 1454; active means well fitted inhibition curve with a large enough effect;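 further: plate controls were stimulated vehicle wells for no effect and unstimulated vehicle basal for full effect; nearly all actives have a fitted effect of over 55% in size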
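Stably V1b-transfected HEK293 cells; 30 min compound, then EGF 25 nM final for 5 min at 37C; 10 min lysis; phospho-ERK by AlphaScreen after 5 hr beads at room temperature.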
Starred values were filed as active, the others as inactive; [ ] = remark or other dose. Potency means the concentration at half of the fitted maximal effect. An excerpt. The share of hits here may be higher or lower than overall.

SMILES	ERK EGF inh
CC[C@H]1C(=O)OC[C@H]1Cc1cncn1C	-3.5%[25.7 µM]
CC(=O)C1=C(O)[C@@H]2[C@@H]3c4c[nH]c5cccc(c45)C[C@@H]3C(C)(C)N2C1=O	-1.7%
